Source: PubChem BioAssay (National Center for Advancing Translational Sciences (NCATS))
ASM inhibitor = human S-ASM enzyme inhibition | placental ASM, HMU-PC fluorogenic substrate, 60 min | Potency, µM (doses to about 57.5 µM), for inactives: at the top dose activity change, negative = inhibition, most hits filed as inhibitors | actives 0.006% (n = 340,000) | AID 504937; further: potency means the concentration at half of the fitted maximal effect
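Human placenta-derived ASM preincubated with compound 10 min at room temperature, then reacted with 9 uM (final) fluorogenic HMU-PC substrate for 60 min at 37 C. Stop solution raises pH to 10; fluorescence read at Ex 386/Em 447 nm.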
USP2a inh = inhibitors of human ubiquitin-specific protease USP2a; O75604; USP2 core, Ub-CHOP2 coupled fluorogenic reporter, 485/531; Potency, µM (highest dose often 38.3 µM), for the others: at the top dose activity change, negative = inhibition, hits mostly inhibitors; actives 0.01% (n = 330,000);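 further: potency means the concentration at half of the fitted maximal effect; plate controls were DMSO wells for no effect and full inhibition by NEM control for full effect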
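Cell-free coupled assay: 10nM USP2 core preincubated 30min RT with compound in Tris-HCl pH 8.0/CaCl2/CHAPS buffer, then 25nM Ub-CHOP2 and 25nM reporter substrate; fluorescence (Ex 485/Em 531) read after 60min RT, normalized to NEM inhibition, concentration-response curves fitted.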
Eya2 inh = inhibitors of human Eya2 phosphatase activity; recombinant Eya2, OMFP fluorescence dephosphorylation (OMFP is methylfluorescein phosphate); Potency, µM (series often up to 76.9 µM), without a hit: at the highest dose activity, negative = inhibition, usual class: inhibitors; actives 0.006% (n = 330,000); AID 488837; further: potency means the concentration at half of the fitted maximal effect; on the % scale 0 is the no-effect control and ±100 the full control effect
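Eya2 (0.2 uM) preincubated 10 min at ambient with compound, then OMFP substrate added at 50 uM; 10 min reaction in 50 mM HEPES pH 7.5, 50 mM NaCl, 5 uM MgCl2, 0.05% BSA, 1 mM DTT. Fluorescence read at Ex 485/Em 525 nm.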
TRPV1 ag = activates the human vanilloid receptor TRPV1; Q8NER1; TRPV1-expressing cells, Fluo-8 calcium influx, agonist mode; activation, % at 8.33 µM; actives 0.19% (n = 320,000); AID 540275; in the data active means activation above about 80%; inconclusive means between about 30% and that limit; further: 0% is about no effect
Target sequence (Q8NER1 whole entry, looked up): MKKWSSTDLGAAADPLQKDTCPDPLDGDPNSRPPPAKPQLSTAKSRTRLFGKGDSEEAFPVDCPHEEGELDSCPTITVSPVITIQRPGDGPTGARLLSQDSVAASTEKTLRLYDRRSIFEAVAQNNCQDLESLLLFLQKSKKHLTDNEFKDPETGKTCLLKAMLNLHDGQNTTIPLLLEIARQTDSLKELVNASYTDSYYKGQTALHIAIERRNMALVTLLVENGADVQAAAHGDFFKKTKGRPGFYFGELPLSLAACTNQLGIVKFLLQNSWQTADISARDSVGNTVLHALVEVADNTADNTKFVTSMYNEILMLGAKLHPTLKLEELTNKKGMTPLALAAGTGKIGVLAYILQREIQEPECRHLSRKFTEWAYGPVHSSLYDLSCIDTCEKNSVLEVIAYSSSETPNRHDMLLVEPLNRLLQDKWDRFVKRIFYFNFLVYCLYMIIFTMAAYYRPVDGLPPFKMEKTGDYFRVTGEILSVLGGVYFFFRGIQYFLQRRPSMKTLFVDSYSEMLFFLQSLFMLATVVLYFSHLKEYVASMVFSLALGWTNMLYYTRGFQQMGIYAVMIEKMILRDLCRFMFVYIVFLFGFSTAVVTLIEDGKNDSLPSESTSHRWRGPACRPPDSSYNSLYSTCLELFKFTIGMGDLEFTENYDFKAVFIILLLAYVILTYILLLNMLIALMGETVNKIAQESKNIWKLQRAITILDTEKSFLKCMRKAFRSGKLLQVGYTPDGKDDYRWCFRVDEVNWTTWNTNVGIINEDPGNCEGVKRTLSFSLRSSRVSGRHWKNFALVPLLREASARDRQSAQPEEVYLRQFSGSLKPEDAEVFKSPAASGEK
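TRPV1-expressing cells were cultured overnight at 35.5C and loaded with Fluo-8 calcium dye for 40 to 90 min at room temperature. After a 10 s baseline, compound was added and calcium influx was read kinetically for 3 min (ex 480/em 520 nm).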
p53 reactivator = mutant p53 re-activation in reporter cells; H1299 p53-A138V BP100-luciferase reporter, luminescence, 24 h; AID 504706; actives 0.063% (n = 320,000); Potency, µM (top dose mostly 92.2 µM), without a hit: at the highest dose activity change, positive = activation, usual class: activators; further: potency means the concentration at half of the fitted maximal effect; % of control where 0% means no effect; nearly all actives have a fitted effect of over 45% in size
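p53-null H1299 cells stably carrying temperature-sensitive p53-A138V and a BP100-luciferase reporter were pinned with compounds (4-point, 1:5 series) and held 24 hrs at 37 deg C. Luminescence was read 10 min after detection reagent.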
ELG1 genotox = inducers of genotoxicity in HEK293T ELG1-luciferase cells | HEK293T ELG1-luciferase reporter, luminescence, 16 h | Potency, µM (highest dose often 46 µM), for the others: at the highest dose activity change, positive = activation, most hits filed as activators | actives 1.3% (n = 330,000) | AID 504466; further: potency means the concentration at half of the fitted maximal effect; % of control where 0% means no effect; nearly all actives have a fitted effect of over 60% in size
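Quantitative HTS format in 1536-well plates. HEK293T ELG1-luciferase reporter cells receive test compound and are incubated 16 hr at 37 °C, 5% CO2; ONE-Glo added, 30 min room temperature, then luminescence read.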
a7 integrin act = integrin-mediated muscular dystrophy alleviation activation; alpha7betagal myoblasts, beta-gal FDG fluorescence, 48 h; Potency, µM (top dose mostly 38.3 µM), inactives show at the top dose activation, actives largely listed as activators; actives 0.064% (n = 350,000); AID 624291;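 further: potency means the concentration at half of the fitted maximal effect; 100% = response of the positive control SU9516; nearly all actives have a fitted effect of over 60% in size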
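alpha7betagal+/- myoblasts (passage 13, 250/well) treated 48 h at 37C with compounds at 1:260 dilution of DMSO stock. Lysed, then beta-galactosidase activity read as FDG fluorescence (ex 480/em 540) after 30 min, with pre-read for autofluorescence.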
B2AR arrestin = agonists driving beta-arrestin recruitment to human beta2-adrenergic receptor. P07550. beta-arrestin recruitment to beta2AR, cell-based reporter. Potency, µM (titrated, usually from 46.1 µM), for inactives: at the highest dose activation, hits mostly activators. actives 0.02% (n = 330,000);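 further: potency means the concentration at half of the fitted maximal effect; 0% = DMSO controls and full agonism = EC100 isoproterenol or metaproterenol; nearly all actives have a fitted effect of over 65% in size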
uPA surface inh = blocks generation of uPA at the cell surface; cell surface uPA generation assay, qHTS; Potency, µM (doses to about 38.3 µM), without a hit: at the highest dose activity change, negative = inhibition, usual class: inhibitors; actives 0.31% (n = 330,000); active means well fitted inhibition curve with a large enough effect; inconclusive means small, poorly fitted or top-dose-only effect; inactive means no such curve, though single readings can be large or run the other way; tested in mouse RAW 264.7 cells; further: potency means the concentration at half of the fitted maximal effect; on the % scale 0 is the no-effect control and ±100 the full control effect; nearly all actives have a fitted effect of over 55% in size
TSG101-PTAP inh = blocks PTAP/TSG101 interaction to inhibit HIV-1 budding. Q99816. Fluorescence polarization, FITC-PTAP peptide / Tsg101 binding. Potency, µM (series often up to 115 µM), inactives show at the top dose activity change, negative = inhibition, hits mostly inhibitors. 340,000 tested, under 10 active. AID 493005; active means well fitted inhibition curve with a large enough effect in the main read-out, with a control signal flat, not every such curve was filed as active; inconclusive means small, poorly fitted or top-dose-only effect, or effect the other way, or a change in a side signal; inactive means no such curve, though single readings can be large or run the other way; further: potency means the concentration at half of the fitted maximal effect; % of control where 0% means no effect
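Fluorescence polarization binding of Tsg101 binding domain (10 uM final) to FITC-labeled PTAP peptide (50 nM final) in HEPES pH 7.5 buffer with NaCl, Tween 20, EDTA, TCEP. Compounds added before peptide; binding 20 min at RT.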
BRCA1 expr up = increases BRCA1 expression. actives 1.1% (n = 380,000). AID 624202. MCF7-BRCA1-FFLuc reporter, luminescence, 48 h; response scale: scaled: vehicle 0%, 10 µM genistein 100%. Potency, µM (highest dose often 46.1 µM), for the others: top-dose activation, hits mostly activators; further: potency means the concentration at half of the fitted maximal effect; nearly all actives have a fitted effect of over 80% in size; some results filed as inactive show a strong effect at the top dose
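Cells: MCF7-BRCA1-FFLuc, 2000/well. Exposure: 48 h, 37 °C, 5% CO2. Read: luminescence, 15 min post-substrate. Controls: genistein 10 microM (maximal activation), DMSO (neutral).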
Starred values were filed as active, the others as inactive; u = inconclusive; x = no result given. Unless noted, the call rests on the fitted dose curve; in most records, active means well fitted curve in the direction sought with a large enough effect; inconclusive means small, poorly fitted or top-dose-only effect, or another doubt; inactive means no such curve, though single readings can be large; an effect the other way counts as inactive or inconclusive.

SMILES	ASM inhibitor	USP2a inh	Eya2 inh	TRPV1 ag	p53 reactivator	ELG1 genotox	a7 integrin act	B2AR arrestin	uPA surface inh	TSG101-PTAP inh	BRCA1 expr up
COc1cccc(S(=O)(=O)NC2CCN(C#N)C2)c1 (centres undefined)	1.0%	1.1%	1.0%	-1.8	9.5%	0.9%	x	0.0%	-2.8%	-0.2%	-6.3%
CC1C2CC(C/C2=N/NC(=O)c2cccs2)C1(C)C (centres undefined)	-0.1%	2.9%	-14.4%	12.4	u	-6.2%	-2.7%	0.0%	7.5%	-9.3%	u
CN(C)CCn1c(=S)[nH]c2ccc(Cl)cc2c1=O	2.7%	1.8%	0.2%	2.2	-0.2%	1.7%	0.0%	-0.6%	-6.7%	-3.0%	4.1%
NS(=O)(=O)c1ccc(CCNC(=O)Cc2ccc(S(=O)(=O)N3CCCC3)s2)cc1	0.0%	1.2%	-0.2%	-6.5	1.1%	-0.8%	u	0.3%	0.1%	-1.0%	-18.9%
ONC(=Nc1cccc(C(F)(F)F)c1)c1cccnc1	0.0%	-1.7%	4.4%	-1.9	-3.4%	1.2%	0.0%	0.4%	10.2%	-5.8%	-16.5%
O=C(N/N=C/c1ccc([N+](=O)[O-])cc1)c1c[nH]c2ccccc12	-8.4%	-3.3%	-9.1%	u	0.7%	2.5%	-7.0%	0.1%	9.4%	-8.7%	34.6%
COc1ccc(/C=N/NC(=O)c2nnn(-c3nonc3N)c2CN(C)C2CCCCC2)cc1	1.9%	4.2%	16.9%	-2.6	2.1%	6.5%	u	-0.2%	-2.5%	3.4%	-20.0%
Cc1ccc(S(=O)(=O)N2CCCCC2)cc1C(=O)N(CCc1ccccc1)Cc1ccccc1	-0.5%	0.7%	-16.2%	u	1.4%	-4.5%	-27.4%	0.0%	-4.2%	1.6%	-51.6%
Oc1cc(O)c2c(c1)O[C@H](c1ccc(O)c(O)c1)[C@H](O)C2	7.7%	0.0%	-7.5%	-7.3	6.8%	-5.4%	-4.4%	0.0%	-9.3%	-2.1%	5.1%
O=C1C2C3C=CC(C3=C(c3ccccc3)c3ccccc3)C2C(=O)N1CCO (centres undefined)	-2.5%	1.2%	-2.7%	17.9	-5.5%	-3.6%	12.1%	3.5%	-3.3%	-2.9%	-29.4%
CCOc1ccc(S(=O)(=O)NCCC(=O)NCc2ccc(OC)c(OC)c2)cc1	-0.1%	-7.5%	8.1%	0.9	-6.4%	-1.2%	13.5%	-0.1%	10.5%	-5.5%	-0.1%
COc1ccc([N+](=O)[O-])cc1NS(=O)(=O)c1cccc(C(=O)O)c1	-1.1%	1.5%	0.9%	0.5	-0.3%	0.8%	3.6%	0.1%	1.9%	-1.0%	-2.6%
CC(C(=O)Nc1ccc(S(=O)(=O)Nc2ncccn2)cc1)N1C(=O)c2ccccc2S1(=O)=O (centres undefined)	0.2%	-1.2%	9.7%	1.9	-21.1%	1.5%	0.8%	0.0%	-0.8%	-3.8%	-8.6%
O=C(CSc1nnc2nnc3ccccc3n12)N1CCOCC1	5.1%	1.3%	7.7%	-3.3	15.7%	-2.9%	1.2%	0.6%	-2.8%	-10.7%	11.7%
Cc1cc(C(=O)Oc2cccnc2)ccc1[N+](=O)[O-]	1.2%	3.6%	-4.3%	0.9	5.5%	0.6%	-10.6%	-0.5%	-7.5%	-3.7%	7.8%
CC(C(=O)NC1C(=O)N2C(C(=O)O)=C(CSc3nnnn3C)CSC12)n1cc(Br)cn1 (centres undefined)	0.0%	-1.9%	-12.2%	-2.9	8.4%	-2.5%	-37.8%	-0.8%	0.1%	-1.3%	5.4%
Cc1ccc(NC(=O)CNc2ccc(N3CCOCC3)cc2)cc1S(=O)(=O)N(C)C	-0.6%	-1.3%	-10.8%	1.8	-5.2%	-2.9%	-12.8%	0.2%	3.9%	2.9%	2.0%
CCOC(=O)c1cc(C)n(Cc2cccc(OC)c2OC)c1C	-13.1%	3.5%	-3.1%	6.8	-0.5%	-1.4%	-31.4%	-4.6%	1.8%	-0.2%	-51.0%
O=C(COC(=O)Cn1cc(C(F)(F)F)ccc1=O)NCc1ccccc1	5.1%	0.7%	37.0%	-0.7	-9.8%	0.6%	-11.7%	0.1%	2.2%	-2.5%	-16.8%
O=S1(=O)C[C@@H](O)[C@@H](Nc2ccccc2)C1	4.5%	-0.4%	-22.7%	2.7	-3.1%	0.8%	15.5%	0.2%	-2.3%	-3.2%	5.6%
Cc1ccccc1N(CC(=O)N1CCCC1)S(=O)(=O)c1ccc(Cl)cc1	-3.3%	x	x	x	x	x	-14.3%	x	-1.4%	-2.4%	-5.4%
CCCCC(CCC(=O)O)(C(=O)OCC)c1csc(N)n1 (centres undefined)	3.0%	0.4%	4.0%	0.5	-2.4%	-0.1%	1.1%	0.2%	-2.5%	-2.1%	-0.5%
OCCC1CN(Cc2c(F)cccc2Cl)CCN1C1CCCCC1 (centres undefined)	-0.1%	1.0%	1.8%	0.8	-1.6%	-1.3%	14.7%	-0.4%	2.5%	-4.2%	-15.3%
CC(O)CNc1nc2c(c(=O)n(C)c(=O)n2C)n1Cc1cccc(C(F)(F)F)c1 (centres undefined)	8.6%	3.5%	10.2%	-2.0	-8.1%	-3.0%	-35.4%	0.0%	-8.1%	-1.5%	-66.7%
O=C(Cc1n[nH]c(=O)c2ccccc12)NCc1ccccc1	4.1%	0.2%	5.9%	1.0	-1.8%	2.8%	12.5%	-0.1%	0.0%	-2.1%	-4.9%
Nc1nnc(CSCc2ccc(Cl)cc2Cl)s1	8.0%	1.0%	-5.4%	2.9	-3.1%	6.0%	2.9%	-0.9%	-1.5%	-10.3%	15.9%
CCOc1ccc(S(=O)(=O)N2CCN(C(=O)C3CCC3)CC2)cc1	0.7%	-0.3%	-20.8%	5.4	-1.1%	-0.7%	23.7%	8.2%	-5.9%	-3.8%	-19.3%
O=C(Nc1ccc2c(c1)OCO2)C1CCCN1C(=O)Nc1ccccc1F (centres undefined)	2.1%	2.2%	-1.5%	-10.4	1.9%	-7.6%	5.8%	-0.4%	2.3%	-0.3%	9.2%
O=C(NCCc1ccccc1)c1cccc(NC(=O)C2CCCC2)c1	-3.4%	x	x	x	x	x	-7.8%	x	3.4%	0.3%	10µM*
COc1ccc(C2C(C(=O)N3CCCCC3)CCC(=O)N2c2cc(OC)c(OC)c(OC)c2)cc1 (centres undefined)	-0.6%	-1.1%	-0.1%	0.2	2.9%	0.3%	-11.0%	0.1%	0.7%	-4.6%	7.1%
O=C(CCCl)Nc1ccc(S(=O)(=O)NCc2ccco2)cc1	0.1%	14.0%	-0.7%	-2.4	0.4%	-2.4%	-19.8%	0.8%	0.0%	-1.8%	-12.7%
Cc1onc(-c2ccccc2Cl)c1C(=O)NCCN1CCOCC1	4.2%	-1.2%	22.8%	-2.2	-1.7%	0.2%	-6.4%	-0.5%	-2.2%	-1.9%	12.2%
Cc1ccc(C(=O)CSc2nnc(-c3ccccc3)n2-c2ccccc2)o1	-0.6%	0.9%	6.3%	13.7	-8.1%	-4.5%	-10.9%	-0.8%	x	-3.7%	-16.8%
C[C@H]1CN([C@@H](C)CO)C(=O)Cc2cc(NC(=O)Cn3cnnn3)ccc2O[C@H]1CN(C)Cc1ccncc1	-1.2%	0.7%	3.2%	x	3.2%	1.6%	-8.9%	-0.7%	5.3%	2.3%	7.4%
Cc1cccc(NC(=O)c2cc(Cl)ccc2[N+](=O)[O-])c1	-4.3%	-0.1%	0.8%	7.2	4.3%	-2.4%	-23.9%	-0.4%	-4.4%	-0.4%	-21.1%
C=CCn1c(COc2ccc(F)cc2)nnc1SCC(=O)NC1CCCC1	x	5.8%	-17.4%	-2.2	3.6%	0.0%	13.7%	0.4%	4.2%	-3.5%	-20.3%

Two entries drawn at random from those above:
SMILES	ASM inhibitor	USP2a inh	Eya2 inh	TRPV1 ag	p53 reactivator	ELG1 genotox	a7 integrin act	B2AR arrestin	uPA surface inh	TSG101-PTAP inh	BRCA1 expr up
CCOC(=O)c1cc(C)n(Cc2cccc(OC)c2OC)c1C	-13.1%	3.5%	-3.1%	6.8	-0.5%	-1.4%	-31.4%	-4.6%	1.8%	-0.2%	-51.0%
Cc1ccccc1N(CC(=O)N1CCCC1)S(=O)(=O)c1ccc(Cl)cc1	-3.3%	x	x	x	x	x	-14.3%	x	-1.4%	-2.4%	-5.4%
